Source: PubChem
PglD DTNB = PglD (C. jejuni) enzyme inhibition | purified PglD enzyme, DTNB colorimetric CoA detection | inhibition, % at 12.5 µM | actives 0.098% (n = 360,000); in the data active = inhibition above about 16%, passing the limit was not always enough; note: strong numbers were not always called active
ERAP1 HTS inh = ERAP1 (human) enzyme inhibition; inhibition, % at 10.7 µM; recombinant ERAP1, Leu-AMC fluorescence, 60 min; actives 0.15% (n = 340,000); Q9NZ08; AID 652197;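 active = mean replicate inhibition of at least 30%, or all replicates individually reaching that 30% level; inactive = mean below 30% and not every replicate reaching it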;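 note: 0% = neutral control wells and 100% = L-leucinethiol positive control wells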
RAD54 inh = RAD54 (human) branch migration inhibition; RAD54 Holliday junction branch migration, FAM/BHQ fluorescence; Q92698; actives 0.14% (n = 360,000); inhibition, % at 10.4 µM;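 active = mean normalized replicate activity at least 40 and at least half of replicates scoring 40 or more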;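 note: 0% = median of neutral control wells and 100% = median of positive control wells; inhibitors cause a drop in the FAM fluorescence signal; in these data hits start at about 50%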
Cneo AK release = Cryptococcus neoformans lysis via adenylate kinase release. C. neoformans lysis, adenylate kinase release luminescence, 4 h; normalised: neutral wells 0, clomiphene wells 100. lysis activity, % at 15 µM. AID 651654. actives 0.2% (n = 360,000);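 active = mean lysis activity across replicates of at least 80%, whatever share of replicates individually reach that level; inactive = mean lysis activity below 80%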
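Assay system: log-phase C. neoformans yeast / Quantity: yeast cell density of 5 × 10^6 cells/mL / Medium: fresh YPD growth medium / Compound: single dose / Timing: static 4 h at 37 °C with compound, 1 h detection / Measured by: adenylate kinase release luminescence / Read-out: lysis from increased AK signal / Benchmarks: Clomiphene as positive lysis control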
PGC1a acetyl inh = modulators of PGC1a acetylation | U2OS PGC1a acetylation, AlphaScreen anti-acetyl-lysine; with virally co-expressed GCN5 acetyltransferase | inhibition, % at 15.6 µM | actives 0.17% (n = 350,000) | AID 651687;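 active = every replicate shows inhibition of at least 40%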;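 note: 0% = neutral control wells and 100% = positive control wells; some results beyond the cut were filed as inactive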
miR-122 sensor = blocks miR-122 activity in Huh7 sensor cells; Huh7 miR-122 Renilla luciferase sensor, 48 h; neutral wells = 0, positive control = 100; activation (reporter increase), % at 12.5 µM; actives 0.3% (n = 340,000); AID 602342;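 active = mean replicate activation score at least 90 and every replicate individually at or above 90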;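 note: higher luciferase means less miR-122 activity so hits act as miR-122 inhibitors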
RAD52 anneal inh = blocks human RAD52 DNA annealing; P43351; recombinant RAD52 DNA annealing, FRET fluorescence; inhibition, % at 18.7 µM; actives 0.46% (n = 360,000); AID 651710;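 active = every replicate showing at least 50% inhibition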
Target sequence (P43351 whole entry, looked up): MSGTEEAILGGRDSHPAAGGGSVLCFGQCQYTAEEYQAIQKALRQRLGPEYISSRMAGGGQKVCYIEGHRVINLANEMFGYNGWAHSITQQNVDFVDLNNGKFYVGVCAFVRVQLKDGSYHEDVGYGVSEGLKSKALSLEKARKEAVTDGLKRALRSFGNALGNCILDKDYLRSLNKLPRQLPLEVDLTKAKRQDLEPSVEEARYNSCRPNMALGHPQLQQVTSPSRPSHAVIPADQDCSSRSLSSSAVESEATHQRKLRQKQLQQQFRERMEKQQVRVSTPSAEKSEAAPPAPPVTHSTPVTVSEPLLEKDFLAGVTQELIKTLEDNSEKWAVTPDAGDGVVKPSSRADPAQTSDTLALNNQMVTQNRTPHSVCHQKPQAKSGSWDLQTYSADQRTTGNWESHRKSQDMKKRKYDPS
E-selectin induc = induces E-selectin expression in human endothelial cells. P16581. HUVEC E-selectin immunofluorescence imaging; normalized: neutral wells 0, TNF-alpha wells 100. activation, % at 7.58 µM. actives 0.37% (n = 260,000). AID 686992;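 active = mean E-selectin-positive cell signal at least 10% of the positive control, reached in at least 60% of replicates, without over 20% cell loss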;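 note: in these data hits start at about 27%; measured in HUVEC primary endothelial cells; signal is the percent of cells scored E-selectin positive by PE staining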
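Test system: HUVEC | Signal: Immunofluorescence imaging | Read-out: Percent E-selectin-positive cells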
* hit, by the source's call; nt = not tested or not shown; & = joins results of further samples; [ ] = another dose, or the depositor's remark.

SMILES	PglD DTNB	ERAP1 HTS inh	RAD54 inh	Cneo AK release	PGC1a acetyl inh	miR-122 sensor	RAD52 anneal inh	E-selectin induc
Nc1cc(-c2ccccc2)nn1S(=O)(=O)c1ccc(Br)cc1	0	-6	4	-1	4	18	-11	1.1
CC(CC(=O)NNC(=O)c1cccc(Cl)c1)c1ccccc1 (stereo not given)	-6	0	4	1	nt	-2	-5	0.4
COc1ccccc1N(CC(O)Cn1c2ccccc2c2ccccc21)S(=O)(=O)c1ccccc1 (stereo not given)	nt	0	-11	0	-19	15	-8	-0.1
CC1(C)NC(=O)N(CCCCOc2ccc3c(c2)CCC3)C1=O	0	nt	0	-4	-1	-1	nt	nt
Cc1occc1-c1nnc(SCC(=O)NCc2ccco2)n1CC(C)C	2	nt	-8	-2	1	4	nt	nt
CC(=O)Nc1cc2c(cc1C(=O)c1ccc(C)cc1)OCCO2	1	nt	2	0	0	-6	nt	nt
CC(Sc1ccccc1)C(=O)NCC(c1ccco1)N1CCCCC1 (stereo not given)	8	-3	-2	-5	1	nt	0	nt
COc1ccc(C#Cc2cnc3c(c2)C(=O)N([C@H](C)CO)C[C@@H](C)[C@H](CN(C)CC2CCOCC2)O3)cc1	-5	0	0	-3	-1	-1[16.7 µM]	-10	-0.3
CC(C)(c1ccccc1)c1ccc(OCCn2cnc3ccccc3c2=O)cc1	4	nt	-8	0	-10	-1	nt	nt
CCOc1ccc(N2C(=O)CC(Cc3ccccc3OC)C2=O)cc1 (stereo not given)	-12	-2	1	9	-10	-3	-2	nt
CCCCCC#CCN1CCN(C23CC4CC(CC(C4)C2)C3)CC1	7	nt	1	-1	11	1	nt	nt
O=C(O)COc1ccccc1/C=N/NC(=O)CN1CCN(Cc2ccc(Cl)cc2)CC1	3	2	5	-2	0	-6	-11	nt
O=C(O)COc1cccc2nsnc12	0	nt	-7	-1	-6	2	nt	nt
O=C([O-])c1cc(-c2ccccc2)cc(-c2ccccc2)[n+]1CCc1ccc(Cl)cc1	5	0	-2	-3	-4	8	-11	-0.2
O=C(Nc1ccc(F)cc1)N1C[C@H]2[C@@H](c3ccccc31)[C@@H](CO)N2C(=O)c1ccccc1F	5	1	15	56	-6	8[16.7 µM]	6	-0.1
Cn1cnc(S(=O)(=O)N[C@H]2CC[C@H](CC(=O)Nc3ccccc3)O[C@@H]2CO)c1	4	1	-13	-4	10	nt	4	-0.4
CC(C)NC(=O)NC[C@@H]1[C@H](c2ccccc2)[C@H](CO)N1C(=O)c1ccccc1	-5	-4	3	1	3	0[16.7 µM]	-10	0.0
COc1ccccc1NC(=O)N1C[C@H](O)COC[C@H]2O[C@H](CC(=O)NCCc3ccncc3)CC[C@@H]21	2	1	-4	-4	6	3[16.7 µM]	-8	0.1
CC(C)c1cn(CC[C@H]2CC[C@H](NC(=O)c3cccc(F)c3)[C@H](CO)O2)nn1	-1	-1	0	52	0	-11[16.7 µM]	-1	-0.5
COc1ccc(CCNC(=O)CN2C(=O)NC3(CCOc4ccccc43)C2=O)cc1 (stereo not given)	4	-1	-2	2	nt	nt	-9	nt

Complete entries, looked up by structure. Screens in order: PglD DTNB	ERAP1 HTS inh	RAD54 inh	Cneo AK release	PGC1a acetyl inh	miR-122 sensor	RAD52 anneal inh	E-selectin induc
CCOc1ccc(N2C(=O)CC(Cc3ccccc3OC)C2=O)cc1 (stereo not given) in the list: -12	-2	1	9	-10	-3	-2	nt
COc1ccc(C#Cc2cnc3c(c2)C(=O)N([C@H](C)CO)C[C@@H](C)[C@H](CN(C)CC2CCOCC2)O3)cc1 in the list: -5	0	0	-3	-1	-1[16.7 µM]	-10	-0.3

(continued)
SMILES	PglD DTNB	ERAP1 HTS inh	RAD54 inh	Cneo AK release	PGC1a acetyl inh	miR-122 sensor	RAD52 anneal inh	E-selectin induc
C[C@@H]1CCCCO[C@H](CN(C)C(=O)c2ccccc2)[C@@H](C)CN([C@H](C)CO)C(=O)c2cc(NS(=O)(=O)c3cn(C)cn3)ccc2O1	0	2	0	19	-2	6[16.7 µM]	-15	-0.1
COc1ccc(NC(=O)N2CCC3(CC2)CN(C(=O)C2CCC2)[C@H](CO)c2c3c3ccc(OC)cc3n2C)cc1	nt	2	nt	nt	8	nt	9	0.3
CCCCn1cnc2sc(-c3ccccc3)cc2c1=O	-8	nt	7	0	nt	6	nt	nt
CO[C@H]1CN(C)C(=O)c2ccc(NS(=O)(=O)c3ccc(Cl)cc3)cc2OC[C@H](C)NC[C@@H]1C	nt	2	nt	nt	9	nt	-2	-0.1
COc1ccc(C=NNC(=O)c2ccccc2OCc2ccc(F)cc2)c(OC)c1	7	-1	11	3	-12	4	-9	-0.5
COc1ccccc1NC(=O)CN1CCN(CC(=O)Nc2ccc(S(N)(=O)=O)cc2)CC1	-3	0	6	0	nt	nt	-6	1.4
COc1ccc(OCc2csc(N)n2)cc1	nt	-2	nt	nt	-5	nt	-11	-1.8
COc1cc(O)oc1C=Nc1ccc(Cl)cc1Cl	-10	nt	2	-1	11	1	nt	nt
N#CCCNCC1(c2ccccc2)CCCC1	-3	nt	-5	3	-11	-4	nt	nt
Cc1ccc(C(=O)Nc2ccccc2)cc1S(=O)(=O)N1CCN(C)CC1	0	1	-4	1	-6	3	-4	0.6
CC(=O)Nc1sc(/C(C#N)=C\c2cccc(Cl)c2)nc1-c1ccc(C)cc1	-11	-2	3	nt	-2	3	-106	nt
Cc1cccc(N(C)S(=O)(=O)c2c(C)[nH]c(C)c2C(=O)N2CCCC2)c1	3	2	3	0	-7	-10	-4	nt
O=C(NCc1ccncc1)Nc1ccc(Cl)cc1Cl	6	-1	10	0	-7	0	-11	nt
CC1(C)Cc2nc(-c3ccccc3)nc(NNC(=O)c3ccco3)c2CO1	-7	3	5	3	5	nt	-9	0.0
O=C(C[C@@H]1C=C[C@H](NC(=O)C2CC2)[C@H](CO)O1)Nc1nccs1	-2	0	-7	1	-12	nt	4	0.0
O=C(NCCCCc1ccccc1)c1ccc(F)cc1	-2	nt	-4	2	0	-4	-21	-0.2
COc1ccc(-c2nc(N)sc2C2(O)C(=O)Nc3c(Br)cc(F)cc32)cc1OC (stereo not given)	3	2	3	1	0	-5	-16	nt
CCC(=O)N(C)C[C@H]1Oc2ncc(/C=C/c3ccccc3)cc2C(=O)N([C@H](C)CO)C[C@H]1C	1	1	-2	6	-10	-3[16.7 µM]	1	0.3
CN(C)CC(=O)N[C@@H]1CC[C@@H](CCn2cc(CN(C)C)nn2)O[C@H]1CO	-4	1	-6	-5	-1	nt	14	-0.2&-1.5
COCCCN1C(=O)C(CC(=O)NCCN2CCOCC2)CC(C(=O)N(C)C)=C1C (stereo not given)	-3	-4	-1	1	12	-6	-10	0.0
COc1ccc(N2C(=O)CC(Sc3n[nH]c(-c4cccc(C)c4)n3)C2=O)cc1 (stereo not given)	2	2	-5	0	8	1	5	nt
C=CCn1c(SCC(=O)Nc2cc(C)on2)nc2c([nH]c3ccccc32)c1=O	-5	5	0	0	23	6	-4	3.8
COc1ccc(-n2nnnc2SCC(=O)N2C(C)CCCC2C)c(OC)c1 (stereo not given)	6	nt	-15	10	22	nt	nt	nt
COc1ccc(S(=O)(=O)Nc2ccc3c(c2)C(=O)N([C@H](C)CO)C[C@@H](C)[C@@H](CN(C)C(=O)NC2CCCCC2)OCCCC[C@H](C)O3)cc1	0	0	4	1	-25	13[16.7 µM]	-53	nt
C[C@@H]1CCCCO[C@H](CN(C)Cc2ccncc2)[C@H](C)CN([C@H](C)CO)C(=O)c2cc(NC(=O)CCCN(C)C)ccc2O1	0	-1	1	-1	2	-2[16.7 µM]	-15	0.2
Cc1ccc2c(Cl)c(C(=O)Nc3ccc4c(c3)OCO4)sc2c1	5	nt	2	-1	nt	0	nt	nt
O=C(NC1CCCCC1)C(c1ccco1)N(Cc1ccco1)C(=O)c1ccco1 (stereo not given)	9	0	5	2	-22	nt	3	nt
O=C(O)c1ccccc1NS(=O)(=O)c1ccc2c(c1)OCCO2	5	-11	2	-1	2	1	-9	nt
CCC1NC(=O)c2cccnc2-n2c1nc1ccc(F)cc1c2=O (stereo not given)	-3	0	-1	-3	9	-3	0	0.4
C[C@H]1CN([C@@H](C)CO)C(=O)c2cc(NC(=O)Cc3ccccc3)ccc2O[C@H]1CN(C)Cc1ccc2c(c1)OCO2	6	0	6	6	1	-6[16.7 µM]	1	-0.1
Cc1ccc(O)c(C(=O)c2cnc3c(c2)c(C)nn3C)c1	-3	7	3	-1	-4	5	-9	nt
CCCNC(=O)Nc1ccc2c(c1)OC[C@@H](C)N(Cc1ccccc1)C[C@@H](C)[C@@H](OC)CN(C)C2=O	1	3	-3	-1	-2	5[16.7 µM]	2	0.1
O=C(C[C@@H]1C=C[C@@H](NC(=O)c2cccc(F)c2)[C@H](CO)O1)NCCN1CCCC1	2	2	-2	95*	-3	nt	-1	-0.7
O=C(CN1CCN(Cc2ccc(F)cc2Cl)C1=O)NCCc1ccccc1	nt	nt	-3	0	-19	0	22	1.7
CNC(=S)N1N=C(c2ccccc2)CC1c1ccccc1Cl (stereo not given)	-2	1	-7	0	-14	10	-17	nt
N#Cc1ccccc1OCC(=O)Nc1ccc(S(=O)(=O)N2CCOCC2)cc1	-3	0	1	0	12	-6	-28	0.4
C/C(=N/NC(=O)c1ccccn1)c1ccco1	1	nt	10	-5	-1	-3	nt	nt
CN(C)C(=O)C[C@H]1C[C@@H]2c3cc(NC(=O)c4ccc5c(c4)OCO5)ccc3O[C@@H]2[C@@H](CO)O1	0	0	0	41	-3	0[16.7 µM]	4	-0.2
O=C(NC(=O)N1CCN(C(c2ccccc2)c2ccccc2)CC1)c1ccccc1	0	1	3	2	-5	6	-13	-0.1
C=CCn1c(SCn2nnc3ccccc3c2=O)nnc1C1CCCCC1	-4	nt	-1	6	2	1	nt	nt
C[C@H](CO)N1C[C@H](C)[C@H](CN(C)Cc2ccc(F)cc2)Oc2ncc(Br)cc2C1=O	0	3	-13	1	-5	0[16.7 µM]	-14&6	-2.4&0.9
O=S(=O)(c1ccccc1)N1C[C@H]2[C@@H](c3ccccc31)[C@H](CO)N2Cc1ccccc1	4	0	-23	-3	-20	13[16.7 µM]	4	0.7
O=C(CN1CCN(C(=O)c2ccccc2)CC1)Nc1cc(S(=O)(=O)N2CCCC2)ccc1Cl	-5	-2	3	-2	8	2	-14	1.1
